Source: PubChem (Johns Hopkins Ion Channel Center)
Kir21 block – blocks the mouse Kir2.1 inward-rectifier potassium channel; actives 0.85% (n = 310,000); HEK293-Kir2.1, FluxOR thallium flux fluorescence; active compounds read low; AID 1672; B-score at 10 µM;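 active = fluorescence ratio B-score at or below minus 3 SD of library scores, with starting-brightness B-score within 2 SD, cut at about -4.2 in these data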;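 note: channel flux triggered by added potassium and thallium sulfate stimulus; B-score of peak minus minimum fluorescence over baseline after thallium stimulus; more negative B-score means stronger Kir2.1 block with less thallium influx; some compounds called inactive have numbers as strong as hits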
Target sequence (P35561 whole entry, looked up): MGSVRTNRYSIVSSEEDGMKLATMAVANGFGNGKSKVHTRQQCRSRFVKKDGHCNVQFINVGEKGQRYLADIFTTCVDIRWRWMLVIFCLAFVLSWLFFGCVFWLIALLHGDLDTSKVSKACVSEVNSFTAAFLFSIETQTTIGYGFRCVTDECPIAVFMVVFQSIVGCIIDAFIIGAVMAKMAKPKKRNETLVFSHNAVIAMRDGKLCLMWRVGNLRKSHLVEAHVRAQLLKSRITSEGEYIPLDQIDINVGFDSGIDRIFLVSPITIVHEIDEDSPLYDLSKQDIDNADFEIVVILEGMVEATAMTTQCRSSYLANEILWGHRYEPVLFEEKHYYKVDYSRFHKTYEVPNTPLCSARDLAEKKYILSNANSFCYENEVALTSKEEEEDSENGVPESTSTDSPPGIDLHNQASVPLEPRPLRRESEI
CHT inh – inhibits the human high affinity choline transporter | AID 488975 | Q9GZV3 | CHT-expressing cells, membrane potential dye, choline response; active compounds read low | actives 0.86% (n = 310,000) | B-score at 10 µM;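 active = B-score over 3 SD under the library average, and starting fluorescence ratio not unusually high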;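 note: choline stimulus applied at its EC90 after an EC20 pre-addition; B-score computed on integrated fluorescence ratio after choline addition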
Target sequence (Q9GZV3 whole entry, looked up): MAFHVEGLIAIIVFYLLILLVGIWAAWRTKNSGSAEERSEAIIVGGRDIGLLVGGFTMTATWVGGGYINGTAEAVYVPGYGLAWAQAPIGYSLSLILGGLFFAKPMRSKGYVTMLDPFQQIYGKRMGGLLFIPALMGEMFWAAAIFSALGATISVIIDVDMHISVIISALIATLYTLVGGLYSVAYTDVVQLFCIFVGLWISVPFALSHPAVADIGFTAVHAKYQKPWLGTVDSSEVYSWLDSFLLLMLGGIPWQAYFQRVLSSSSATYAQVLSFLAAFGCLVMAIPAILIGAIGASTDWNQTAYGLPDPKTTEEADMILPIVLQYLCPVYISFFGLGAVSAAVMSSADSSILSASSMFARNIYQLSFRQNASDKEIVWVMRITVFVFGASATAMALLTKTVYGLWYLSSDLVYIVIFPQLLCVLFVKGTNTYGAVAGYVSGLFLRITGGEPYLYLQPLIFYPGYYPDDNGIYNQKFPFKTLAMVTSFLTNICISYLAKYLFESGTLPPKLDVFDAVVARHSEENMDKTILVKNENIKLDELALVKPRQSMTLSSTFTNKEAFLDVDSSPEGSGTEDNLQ
An asterisk follows results filed as active; i = inactive; nt = not tested or not shown.

SMILES	Kir21 block	CHT inh
COc1cc(C(=O)N2CCSCC2)ccc1OC1CCN(C(C)=O)CC1	-0.84	i
CCCc1cc(=O)oc2cc(OCC(=O)NCCCn3ccnc3)c(Cl)cc12	-0.7	i
CCc1ccccc1NC(=O)NNC(=O)CCc1ccccc1	0.23	i
O=C(Nc1ccc(F)c(F)c1)c1ccc(F)c(S(=O)(=O)N2CCC3(CC2)OCCO3)c1	-0.21	i
C/C=C/c1ccc(OCC(O)CN2CCCCCCC2)c(OC)c1 (stereo unspecified)	-0.78	i
CN1CCCN(C(=O)c2ccc(Cl)cc2)CC1	2.6	i
COc1ccc(/C=N/NC(=O)c2ccc(Cl)c(S(N)(=O)=O)c2)cc1OCC(N)=O	0.16	i
Cc1cc(C)nc(SCc2nnc(SCC(=O)OC3CCCCC3)o2)n1	-6.4*	i
CCOC(=O)c1cc(S(=O)(=O)NCc2ccco2)cn1C	3.4	i
CCOc1ccccc1C1NC(=O)NC(C)=C1C(=O)OC1CCCC1C (stereo unspecified)	0.64	i
CCn1ncc(Br)c1C(=O)Nc1ccccc1OC	-0.09	i
CC(=O)Nc1ccc(Nc2nc(C)nc3c2nnn3Cc2ccccc2Cl)cc1	0.22	i
CCCOc1ccc(C(=O)CCC(=O)OCC(=O)Nc2ccc(Oc3ccccc3)cc2)cc1	-0.26	i
CC(C)(C)OC(=O)N[C@@H](Cc1ccccc1)c1nnc(SCC(=O)O)o1	0.82	i
Cc1cccnc1CCNC(=O)CC1C(=O)NCCN1CC1CCCCC1 (stereo unspecified)	0.32	i
COc1ccc(C)cc1NC(=O)CNc1ccc(C(C)=O)cc1	0.02	i
COc1ccc(S(=O)(=O)C(C#N)c2nc3ccccc3nc2N2CCC(C)CC2)cc1 (stereo unspecified)	-0.69	i
O=C(c1cccs1)N(c1ccc(F)cc1)C1C=CS(=O)(=O)C1 (stereo unspecified)	-4.1	i
NS(=O)(=O)c1ccc(NC(=O)COC(=O)c2cc3ccccc3oc2=O)cc1	0	i
CC/C(=C/c1ccccc1)c1cccc2[nH]c3c(OC)cccc3c12	0.43	i

Reformatted field by field: part of the list above.
COc1ccc(/C=N/NC(=O)c2ccc(Cl)c(S(N)(=O)=O)c2)cc1OCC(N)=O
  Kir21 block = 0.16; CHT inh = i

Cc1cc(C)nc(SCc2nnc(SCC(=O)OC3CCCCC3)o2)n1
  Kir21 block = -6.4*; CHT inh = i

CCOC(=O)c1cc(S(=O)(=O)NCc2ccco2)cn1C
  Kir21 block = 3.4; CHT inh = i

CCOc1ccccc1C1NC(=O)NC(C)=C1C(=O)OC1CCCC1C (stereo unspecified)
  Kir21 block = 0.64; CHT inh = i

(further entries)
SMILES	Kir21 block	CHT inh
O=C(CSc1nnc2ccc(-c3ccc(F)cc3)nn12)N1CCCC1	-0.38	i
CC(=O)Nc1ccc(Nc2nc(C(F)(F)F)nc3c2nnn3Cc2ccccc2Cl)cc1	0.22	i
O=C(CCCC(=O)N1CCN(c2ccccc2F)CC1)c1ccccc1	-0.36	i
O=C(CN(C(=O)CNS(=O)(=O)c1ccccc1)C1CCCC1)NCC1CCCO1 (stereo unspecified)	0.88	i
COc1cc(NC(=O)c2ccc([N+](=O)[O-])o2)ccc1NC(=O)c1ccco1	0.73	i
COc1ccc(C2N(C(=O)N(C)C)CCN2S(=O)(=O)c2ccc(OC)cc2)cc1 (stereo unspecified)	0.55	i
Cn1c(N)c(C(=O)CSc2nc3ccccc3c(=O)n2Cc2ccccc2)c(=O)n(C)c1=O	0.31	i
Cc1ccc(C(c2sc3nc(C)nn3c2O)N2CC(C)OC(C)C2)cc1 (stereo unspecified)	1.8	i
CCOC(=O)c1ccc(NC(=S)Nc2ccccn2)cc1	0.14	i
Cc1cc(NC(=O)Nc2cccc(Cl)c2)n(-c2ccccn2)n1	1	i
CCCC(=O)NCCCc1nc2ccccc2n1CC	0.11	i
Cn1ccs/c1=N\S(=O)(=O)c1ccc(F)cc1	-1	i
CC(C)C[C@@H](CN=[N+]=[N-])N1CCN(Cc2ccccc2)CCC1=O	-0.82	i
O=C1CCC(=O)N1c1ccc(S(=O)(=O)N2CCCC2)cc1	-0.01	i
NNC(=O)c1ccc(CN2CCCCC2)o1	-0.03	-5.9*
O=C(/C=C/c1ccc(Cl)c([N+](=O)[O-])c1)Nc1ccc(NC(=O)c2ccco2)cc1	-1.2	nt
Cc1nc2ccccc2n1CC(=O)N/N=C\C=C\c1ccccc1	0.47	i
O=S(=O)(c1ccc(F)cc1)N1CCN(CC(O)COCc2cccs2)CC1 (stereo unspecified)	1.2	i
O=C1CSC(c2ccccc2)N1c1cccnc1 (stereo unspecified)	-1.1	i
CC(=O)N1CC=CC1(CC(C)C)C(=O)NCc1cc(F)cc(C(F)(F)F)c1 (stereo unspecified)	-0.45	i

Another view of 3 compounds above:
SMILES | Kir21 block | CHT inh
CC(C)C[C@@H](CN=[N+]=[N-])N1CCN(Cc2ccccc2)CCC1=O | -0.82 | i
CC(=O)N1CC=CC1(CC(C)C)C(=O)NCc1cc(F)cc(C(F)(F)F)c1 (stereo unspecified) | -0.45 | i
Cn1ccs/c1=N\S(=O)(=O)c1ccc(F)cc1 | -1 | i

New compounds follow
SMILES	Kir21 block	CHT inh
CCC(C)NCCOCCOc1ccc(Cl)cc1Br (stereo unspecified)	-0.07	i
CC(C)OC(=O)c1cccnc1N1CCN(c2cccc(Cl)c2)CC1	0.19	i
CCOc1ccccc1N(CC(=O)Nc1c(C)n(C)n(-c2ccccc2)c1=O)S(=O)(=O)c1ccccc1	0.42	i
CC(C)NC(=O)C1CCN(C(=O)c2ccc(-c3ccccc3)cc2)CC1	0.47	i
O=C(Nn1c(C2CCCCC2)nc2ccccc2c1=O)c1ccc([N+](=O)[O-])cc1Cl	0.04	i
CCCCn1c(Nc2ccccc2)nc2ccccc21	-1.6	i
Cc1cc(O)ccc1N=Cc1c(C(F)(F)F)[nH][nH]c1=O	-0.54	i
CSc1ccccc1C(=O)NCCOc1cccc(C)c1	-0.58	i
COc1cc2c(cc1OC)C(C(=O)NCCN1CCOCC1)C1c3ccccc3CCN1C2=O (stereo unspecified)	1.4	i
CCOc1ccc(NC(=O)CNC(=O)c2nn(-c3ccc(OC)cc3)c(=O)c3ccccc23)cc1	0.37	i
Cc1ccc(OCCC(=O)Nc2ccc(F)c(Cl)c2)cc1	1.1	i
CCOC(=O)Cc1csc(N/C(=N/S(=O)(=O)c2cc(Br)ccc2OCC)c2ccccc2)n1	0.61	i
O=C(CCc1nnc(CCc2c[nH]c3ccccc23)o1)NC1CCC1	0.49	i
N#Cc1cccc(NC(=O)Cn2cnc(S(=O)(=O)N3CCOCC3)c2)c1	-0.04	i
Cc1oc2cc(O)cc(O)c2c(=O)c1-c1ccc2c(c1)OCCCO2	0.78	i
NS(=O)(=O)c1cc(C(=O)N2CCc3ccccc32)c(Cl)cc1Cl	0.46	i
CC(=O)c1ccc(NC(=O)C2=CC(c3ccco3)=NS(=O)(=O)N2C)cc1	-0.94	i
CC(NC(=O)CCc1nnc(-c2ccccc2)o1)c1ccccc1 (stereo unspecified)	-0.53	i
COc1ccc(N(CC(=O)N2CCN(Cc3ccccc3)CC2)S(=O)(=O)c2ccccc2)cc1	-0.21	i
Cc1ccnc(SCc2nc3ccccc3s2)n1	-0.49	i
CC(C)c1ccc(/C=C(/C#N)c2nnc(NC(=O)c3ccccc3)s2)cc1	-1.2	i
Cn1c(NCCCN2CCOCC2)nc2c1c(=O)n(Cc1ccc(Cl)cc1)c(=O)n2C	-2.2	i
O=C(CNS(=O)(=O)c1ccc(Br)s1)NCc1ccc(F)cc1	-0.86	i
CC1CCN(CCCNC(=O)CCCNC(=O)Cn2cnc3sc4c(c3c2=O)CCCC4)CC1	2.8	i
CC1C(=O)N2CCCc3cc(NC(=O)COc4ccccc4)cc1c32 (stereo unspecified)	-0.51	i
O=C(NC(Cc1ccccc1)C(=O)NC1CC1)OCc1ccccc1 (stereo unspecified)	-0.48	i
COCCn1nnnc1CN1CCSCC1	-0.06	i
COc1ccc(-c2cc(C(=O)N3CCOCC3)c3ccccc3n2)cc1OC	-0.85	i
COc1ccc(Cl)cc1NC(=O)C(C)Sc1n[nH]c(N)n1 (stereo unspecified)	-0.15	i
Cc1ccccc1OCC(=O)NCCCNC(=O)c1cccnc1	-0.7	i
Cc1ccc2c(c1)C1NC(=S)NC(C)(O2)C1C(=O)Nc1ccc(Cl)cc1 (stereo unspecified)	-0.02	i
CNC(=O)C1(CC(C)C)C=CCN1C(C)=O (stereo unspecified)	-0.1	i
CCn1c(SCC(=O)Nc2cc(C)on2)nnc1-c1cccnc1	1.2	i
CC(Cc1ccccc1)NC(=O)c1cc([N+](=O)[O-])ccc1Cl (stereo unspecified)	0.02	i
O=S(=O)(NCc1cccs1)c1cccc(S(=O)(=O)N2CCCCC2)c1	-2.4	i
COc1cccc(C(=O)Oc2ccc3c(C)cc(=O)oc3c2C(C)=O)c1	0.26	i
NC(=O)c1ccsc1NC(=O)C1CC1	-0.64	i
CC(C)c1ccc(OCC(=O)N2CCCCCC2)c(Br)c1	2.1	i
CC(=O)N1CCc2cc(S(=O)(=O)NCCC(=O)Nc3cccc(C)c3)ccc21	0.67	i
Cc1cccc(C)c1NC(=O)C(c1ccccc1)N1CC(=O)Nc2ccccc21 (stereo unspecified)	-0.99	i
Cc1ccc(NS(=O)(=O)c2ccc(-n3cccn3)cc2)nc1	0.12	i
CCOC(=O)c1[nH]nc(-c2cc(CC)c(O)cc2O)c1-c1cscn1	-1.1	i
O=S(=O)(c1ccc2ccccc2c1)n1cnc2ccccc21	1.1	i
Cc1nn(CC(=O)N2CCCC2)c(=O)c2cc3cc(F)ccc3n12	-0.18	i
CC(=O)N(C)c1ccc(N=Cc2cc3c(cc2[N+](=O)[O-])OCO3)cc1	0.81	i
COc1ccccc1C(=O)Nc1ccc(-c2nnn(CC(=O)N3CCN(C(=O)c4ccco4)CC3)n2)cc1	1.9	i
O=C(Nc1ccc(F)cc1F)c1cc(-c2ccc3c(c2)OCO3)on1	0.39	i
CCc1cc(C(=O)NNC(=S)NCC2CCCO2)cs1 (stereo unspecified)	-0.34	i
Cc1cccc(N(C2C=CS(=O)(=O)C2)S(=O)(=O)c2ccccc2)c1 (stereo unspecified)	-0.26	i
COc1cc(/C=C(/C#N)C(=O)NC(C)c2ccccc2)cc(OC)c1O (stereo unspecified)	-1.2	i

Continued.
SMILES	Kir21 block	CHT inh
O=C(N/N=C/c1ccc(O)cc1O)/C(=C/c1ccccc1)CCO	0.32	i
O=C(COc1ccc(Cl)cc1)N1CCN(C(=O)c2cccc(F)c2)CC1	1.7	i
COc1ccc(Cc2nnc(NS(=O)(=O)c3ccccc3)s2)cc1	-0.01	i
FC(F)c1nnc2c(Cl)cc(C(F)(F)F)cn12	-1.1	i
O=C(Nc1cc(C(F)(F)F)ccc1N1CCCCC1)c1ccco1	0.6	i
CO/N=C/c1ccc(OC)c(Oc2nc(OC)cc(OC)n2)c1	-0.06	i
COc1cc2c(=O)n(CC3CCCO3)c(=O)n(CC(=O)Nc3ccccc3)c2cc1OC (stereo unspecified)	0.36	i
Cc1ccc(S(=O)(=O)c2c(N)n(Cc3ccco3)c3nc4ccccc4nc23)cc1C	-0.24	i
Nc1ncnc2c1ncn2C1OC(CO)C(O)C1N (stereo unspecified)	0.38	i
CC(C)(CO)CNC(=O)CC1C(=O)NCCN1CC(c1ccccc1)c1ccccc1 (stereo unspecified)	-1.3	i
CN(C1CCCCC1)S(=O)(=O)c1ccc(NC(=O)C2CCCCC2)cc1	0.49	i
CCOC(=O)C1(CCc2ccccc2)CCN(C(=O)CCn2cncn2)CC1	0.75	i
Cc1cc(N2C(=O)C(O)=C(C(=O)c3ccc(C)o3)C2c2ccc([N+](=O)[O-])cc2)no1 (stereo unspecified)	-0.73	i
Cc1ccccc1NC(=O)c1nc[nH]c1C(=O)NCc1ccccc1	0.32	i
O=C(Nc1ccc(Br)cc1)C1CCN(C(=O)c2ccco2)CC1	0.02	i
O=S(=O)(Nc1cccc(-n2cnnn2)c1)c1ccccc1C(F)(F)F	-0.38	i
Cc1cc(C(=O)Nc2ccc(F)cc2F)on1	1.6	i
CCOc1ccccc1N/C(=C(/C(Cl)=C(Cl)Cl)[N+](=O)[O-])n1cncn1	nt	i
CN1CCN(CCC(=O)Nc2ccc(F)c(F)c2)CC1	-0.84	i
CCC(C)NC(=O)COCc1cc(-c2ccc3c(c2)OCO3)on1 (stereo unspecified)	-0.71	i
O=C(N/N=C/c1c(F)c(F)c(F)c(F)c1F)c1cc(-c2ccccc2)nc2ccccc12	-0.07	i
CCOC(=O)C1CCCN(S(=O)(=O)c2ccc(OC)c3ccccc23)C1 (stereo unspecified)	0.43	i
Cc1c(C#N)c(NC(=O)c2ccccc2)n(Cc2ccccc2)c1C	1.7	i
C#CCN1C(=O)S/C(=C\c2cc3c(cc2OC)OCO3)C1=O	-3.7	i
Cc1cccc(C)c1NC(=O)N1CCC(N2CCCCC2)CC1	2.5	i
CCNC(=S)NNC(=O)c1csc2c1CCCC2	-0.17	i
CC(C)[C@H](NC(=O)c1ccco1)C(=O)OCc1cc(=O)n2c(n1)sc1ccccc12	0.85	i
Oc1ccc(O)c(Cc2nc3ccccc3[nH]2)c1	0.31	i
O=C(COC(=O)c1ncc(Cl)c(Cl)c1Cl)NC1CCCCCC1	-2.4	i
Cc1ccc(S(=O)(=O)N2c3ccccc3-c3c(ssc3=S)C2(C)C)cc1	0.25	i
